RmlCD inh 1536: M. tuberculosis RmlC/RmlD coupled enzyme inhibitors, primary screen, biochemical, compound mixtures, 384-well, from 1536-well plates; inhibition, % at 3.6 µM; dTDP-4-dehydrorhamnose reductase (Mycobacterium tuberculosis (strain ATCC 25618 / H37Rv)) …; RmlC+RmlD coupled enzyme assay, percent inhibition; primary screen in compound mixtures; hit rate 0.03% among 160,000; in the data active = inhibition mostly above about 34%, no sharp cut-off; note: some results filed as inactive read as strong as hits
Target sequence (P9WH09 whole entry, looked up): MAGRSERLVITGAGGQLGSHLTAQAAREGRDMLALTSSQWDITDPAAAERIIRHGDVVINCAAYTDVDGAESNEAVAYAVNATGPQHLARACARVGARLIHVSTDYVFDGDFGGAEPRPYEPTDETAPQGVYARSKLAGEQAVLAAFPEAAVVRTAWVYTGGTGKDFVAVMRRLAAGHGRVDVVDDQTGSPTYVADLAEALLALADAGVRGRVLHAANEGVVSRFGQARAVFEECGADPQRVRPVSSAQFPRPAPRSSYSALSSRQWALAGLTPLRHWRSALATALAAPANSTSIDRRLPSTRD
Target sequence (P9WH11 whole entry, looked up): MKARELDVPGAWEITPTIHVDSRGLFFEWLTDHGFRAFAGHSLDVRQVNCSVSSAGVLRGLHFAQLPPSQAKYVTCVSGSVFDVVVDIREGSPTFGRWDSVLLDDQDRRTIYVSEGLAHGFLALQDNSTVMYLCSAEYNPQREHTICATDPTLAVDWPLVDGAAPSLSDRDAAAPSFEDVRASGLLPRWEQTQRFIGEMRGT
M. tuberculosis GlmU: inhibition of mycobacterial GlmU enzyme – biochemical, glucosamine-1-phosphate acetyltransferase (AID 1376). one-dose inhibition, %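 (tested at 30 µM in the primary screen)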; IC50 in µM for titrated hits. hit rate 0.25% among 220,000. Bifunctional protein GlmU (Mycobacterium tuberculosis (strain ATCC 25618 / H37Rv)). M. tuberculosis GlmU acetyltransferase enzyme assay; higher % means a stronger effect; in the data active = inhibition above about 13%;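 note: 0% = complete reaction with vehicle and 100% = reaction without substrate; strong numbers were not always called active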
* hit, by the source's call; . = not tested or not shown; & = joins results of further samples.

SMILES | RmlCD inh 1536 | M. tuberculosis GlmU
Cc1ccccc1CNC(=O)Nc1cccs1 | 92.2 | -5.4%
CN(C(=S)NC1=CCS(=O)(=O)C1)C1CCCCC1 | . | 2.4%
O=C(Cc1cccs1)NNC(=O)C12CC3CC(CC(C3)C1)C2 | 9.3 | 1.2%
CCOc1ccc(Cl)cc1S(=O)(=O)N1CCCC1 | . | -2.4%
Cc1c(Cc2ccccc2)c(=O)oc2c(O)c(O)ccc12 | 10.2 | 0.4%
O=C(/C=C/c1ccc(Br)cc1)c1ccc(NC2=NCCCS2)cc1 | 33.8 | -7.6%
COC(=O)C1=NN(c2ccc(OC)cc2)C2C(=O)N(c3ccccc3OC)C(=O)C12 (configuration not stated) | 0.9 | 0.2%
Cc1ccc(Cl)cc1-n1c(=O)cc(N2CC(C)OC(C)C2)[nH]c1=O (configuration not stated) | -2.8 | 3.9%
CCOC(=O)c1c(N)c2cc([N+](=O)[O-])cnc2n1C | 35.7 | 5.8%
COc1cc(OC)cc(C(=O)NNC(=S)Nc2ccccc2OC)c1 | 0.6 | 7.3%
CC[C@@H](C)[C@@H](C(=O)N1CCNCC1)n1cc(CCC(=O)O)nn1 | . | 2.5%
COc1ccc(N/C(=C2\CCCC2=O)C2CCCCC2)cc1 | . | -1.6%
COc1ccc(OC)c(-c2oc3ccccc3c(=O)c2O)c1 | 11.0 | 0.8%
CC(=O)Nc1ccc(NS(=O)(=O)c2c(Cl)cccc2Cl)cc1 | . | -0.4%
O=C(N1CCCCC1)N1CCN(c2ccc(Cl)cc2)CC1 | . | 4.6%
O=C1/C(=C/c2ccc(N3CCCC3)cc2)NC(=S)N1C1CC1 | 10.9 | 0.4%
COc1ccccc1NC(=O)CSc1nnc(C2CCCCC2)n1-c1ccccc1 | . | -5.3%
CCC(C)(C)n1nnnc1C(c1ccc2ncccc2c1)N1CCN2CCCC2C1 (configuration not stated) | -7.1 | 3.4%
COc1ccc(CCNC(=O)CN2CCN(S(=O)(=O)c3ccc(Cl)cc3)CC2)cc1OC | 6.8 | 1.5%
COC(=O)C1=C(C)N(C)C(=S)N(C)C1c1cccc(Br)c1 (configuration not stated) | . | 1.4%
CCOc1cccc(CN2CCN(c3cccc(C(F)(F)F)c3)CC2)c1O | . | -3.2%
COc1ccc(CNc2oc(Cc3cccc4ccccc34)nc2C#N)cc1 | 1.5 | -7.3%
COCc1cc(=O)[nH]c(Nc2nc(C)c3cc(OC)ccc3n2)n1 | -8.6 | .
Cc1ccc(S(=O)(=O)/N=C2/NC(=O)/C(=C/c3ccccn3)S2)cc1 | 24.6 | -3.1%
NC(=O)c1c(NC(=O)c2cc3ccccc3o2)sc2c1CCC2 | -10.0 | 3.4%

The last 4 compounds of the section above open the next one.
SMILES | RmlCD inh 1536 | M. tuberculosis GlmU
COc1ccc(CNc2oc(Cc3cccc4ccccc34)nc2C#N)cc1 | 1.5 | -7.3%
COCc1cc(=O)[nH]c(Nc2nc(C)c3cc(OC)ccc3n2)n1 | -8.6 | .
Cc1ccc(S(=O)(=O)/N=C2/NC(=O)/C(=C/c3ccccn3)S2)cc1 | 24.6 | -3.1%
NC(=O)c1c(NC(=O)c2cc3ccccc3o2)sc2c1CCC2 | -10.0 | 3.4%
CCOC(=O)CCc1c(C)c2ccc(OCc3nn[nH]n3)c(C)c2oc1=O | -8.6 | 2.2%
CCOc1c(Br)cc(CNc2ccc(N3CCN(C(C)=O)CC3)cc2)cc1OC | . | 2.7%
C=CCNCCCCOc1ccc(Br)cc1C | 53.9 | -1.1%
CCCOC(=O)CCCN1C(=O)/C(=C2\SC(=S)N(CCCC(=O)OCCC)C2=O)SC1=S | -7.8 | 8.6%
COc1cccc(C(=O)NCc2nnc(SCC(=O)Nc3nccs3)n2-c2ccccc2)c1 | 4.9 | -2.7%
C#CCN1CC(C)/C(=N/O)CC1C (configuration not stated) | 11.5 | 2.5%
CCOP(=O)(OCC)C1(O)C(=O)Nc2ccccc21 (configuration not stated) | -12.6 | 7.4%
O=S(=O)(Cc1noc(-c2ccccc2Cl)n1)c1ccccn1 | 6.3 | 0.4%
Cc1nnc(SCC(=O)NCc2ccccc2Cl)[nH]c1=O | -9.1 | -6.5%
CCn1c(Cc2ccccc2)nnc1SCC(=O)Nc1ccc(OC)cc1 | . | -1.6%
CC(C)(C)OC(=O)N/N=C\c1ccc(OC(=O)c2ccco2)cc1 | 4.7 | -2.3%
COc1ccccc1C(=O)N1CCCC(c2nc(-c3cc(OC)c(OC)c(OC)c3)no2)C1 (configuration not stated) | . | 3.4%
COc1cc(OC)cc(C(=O)N(Cc2nc(-c3cccc(C)c3)no2)C(C)C)c1 | 10.6 | 2.3%
O=Cc1cn(Cc2ccccc2F)c2ccccc12 | -7.8 | -0.3%
COc1ccc(N2C=C3C(=O)C(C)(OC(=O)CCc4ccccc4)C(=O)C=C3C=C2c2ccc(C#N)cc2)cc1 (configuration not stated) | . | -0.8%
N#Cc1cc(-c2ccccc2)nn1-c1ccccc1 | 9.7 | 9.5%
O=S(=O)(/N=C(/c1ccc(Cl)cc1)N1CCOCC1)c1ccc(Cl)cc1 | -1.4 | 4.0%
N#Cc1c(-c2ccco2)nc(SCC(=O)Nc2cccc(Cl)c2)[nH]c1=O | . | 7.8%
COc1ccc(-c2cc(C(=O)OCC(=O)c3ccc(C)c([N+](=O)[O-])c3)c3ccccc3n2)cc1 | 12.2 | 5.9%
N#Cc1c(-c2ccccc2)[nH]c(=O)[nH]c1=O | 9.9 | 1.6%
CC(=O)Nc1ccc2nc(NC(=O)C(Cl)(Cl)Cl)sc2c1 | . | -4.5%
O=C(O)Cn1ccnc1 | 6.9 | .
CCOC(=O)N=Nc1c2ccccc2c2nc3no[nH]c3nc12 | -1.8 | -5.4%
NC1=NC(=O)CC(C(=O)Nc2cccc3ccccc23)S1 (configuration not stated) | 5.7 | 1.7%
CCOC(=O)CN1C(=O)C(O)=C(C(C)=O)C1c1ccc(F)cc1 (configuration not stated) | 108.8 | -1.4%

Random excerpt: 5 entries already listed.
SMILES | RmlCD inh 1536 | M. tuberculosis GlmU
N#Cc1c(-c2ccco2)nc(SCC(=O)Nc2cccc(Cl)c2)[nH]c1=O | . | 7.8%
N#Cc1c(-c2ccccc2)[nH]c(=O)[nH]c1=O | 9.9 | 1.6%
CC(=O)Nc1ccc2nc(NC(=O)C(Cl)(Cl)Cl)sc2c1 | . | -4.5%
CCCOC(=O)CCCN1C(=O)/C(=C2\SC(=S)N(CCCC(=O)OCCC)C2=O)SC1=S | -7.8 | 8.6%
CCOC(=O)N=Nc1c2ccccc2c2nc3no[nH]c3nc12 | -1.8 | -5.4%

The results go on:
SMILES | RmlCD inh 1536 | M. tuberculosis GlmU
Cc1ccc(CN2CCN(/N=C/c3ccccc3)CC2)cc1 | 7.2 | 0.4%
COc1ccc(CC(=O)NC(CC(=O)O)c2cccc([N+](=O)[O-])c2)cc1 (configuration not stated) | -6.6 | -0.5%
CC1=NN(C(=O)c2csc(C(C)C)c2)C(O)(C(F)(F)F)C1 (configuration not stated) | . | 3.0%
CC1CCCN(CC(O)COCC2COc3ccccc3O2)C1 (configuration not stated) | . | 0.6%
COc1c(OC(C)=O)ccc(/C=C/c2ccc3ccccc3n2)c1[N+](=O)[O-] | 0.5 | 5.1%
CCOC(=O)c1sc(NC(=O)CSc2nnc(C(C)C)n2CC)nc1C | -2.6 | .
CCCNC(=O)C1CC(=O)N(c2ccc(OCC(=O)Nc3cccc(C)c3C)cc2)C1 (configuration not stated) | -9.1 | -5.2%
CCOC(=O)Cn1c(C)cc(=O)c2cccc(C)c21 | 1.1 | -0.4%
O=c1c2c3nc4ccccc4nc3n(Cc3ccccc3)c2ncn1Cc1ccco1 | -16.3 | 6.5%
CCOC(=O)c1ccc(NC(=O)Nc2cc(C)cc(C)n2)cc1 | 4.2 | 0.4%
CCOC(=O)N1CCN(S(=O)(=O)c2ccc3c(c2)CCN3C(=O)CC)CC1 | 7.9 | 2.1%
Cc1ccc(Nc2nc(C(=O)N3CCC(C(=O)NC(C)C)CC3)cs2)cc1 | . | -1.7%
Cc1ccc(S(=O)(=O)N2CCN(c3ccnc4cc(Cl)ccc34)CC2)cc1 | -9.4 | -0.1%
CCOC(=O)c1c(CC(C)C)csc1NC(=O)C(C)C | 7.2 | 1.2%
O=C(Nc1nnc(-c2cccs2)s1)c1cccc(F)c1 | 0.4 | 7.1%
Cc1ccc(-c2nnc(NCc3ccccc3)c3ccccc23)cc1 | 14.9 | 0.3%
CCOc1ccc(CCNC(=O)Cc2nn[nH]n2)cc1OCC | -9.0 | -3.1%
Cn1c2c(c3ccccc31)CCSC2=O | -5.1 | -1.8%
O=C(CN1C(=O)c2ccccc2C1=O)N1CCCCC1 | . | 2.1%
Cc1ccc(NC(=O)CSc2nnc(C)c(=O)n2N)c(C)c1 | . | 4.5%
CC(=O)Nc1ccc(Nc2cc(-c3ccccc3)nc3ncnn23)cc1 | -7.4 | -6.2%
O=C(Nc1ccc(N2CCOCC2)cc1)c1nc2ccccc2s1 | 6.4 | -0.1%
Cc1ccc2nc(-c3ccc(NC(=O)CN4C(=O)c5ccccc5C4=O)cc3)sc2c1 | 10.6 | -4.0%
CC(C)NC(=O)COC(=O)c1ccc(Oc2ccccc2)cc1 | . | 2.2%
CCC(=NC(C)c1ccccc1)c1c(O)[nH]c(=O)[nH]c1=O (configuration not stated) | 13.3 | 0.2%
The listing continues.
SMILES | RmlCD inh 1536 | M. tuberculosis GlmU
Cc1nnc(SCC(=O)Nc2nnc(SCc3cccc(Br)c3)s2)s1 | 13.7 | -1.3%
COc1ccc(CNC(=O)c2cc(-c3cc(C)cc(C)c3O)n[nH]2)cc1 | 7.0 | -0.6%
CSCCC(NS(=O)(=O)/C=C/c1ccccc1)C(=O)N1CCC(C)CC1 (configuration not stated) | 19.6 | 1.2%
CC(=O)NC1CC(C)(C)N(OC(C)=O)C(C)(C)C1 | -4.7 | 1.4%
CCOC(=O)N1CCN(C(=O)c2n[nH]c(=O)c3ccccc23)CC1 | -4.1 | -2.5%
CC1CCN(S(=O)(=O)c2cccc(-c3csc(-c4cccnc4)n3)c2)CC1 | 7.5 | -1.6%
CCCNC(=O)CSc1nc2[nH]ncc2c(=O)[nH]1 | -7.4 | -1.4%
COc1ccc(Cl)cc1NC(=O)NC1CCCCC1 | -0.1 | 0.6%
O=C(CSc1nc2c(c(=O)n1-c1ccccc1)SCC2)N1CCN(c2ccccc2)CC1 | -6.6 | 5.6%&-1.8%
O=C(NN=C1c2ccccc2-c2ccccc21)c1cccc(Br)c1 | 17.7 | 0.5%
CCOC(=O)/C(=C\c1c[nH]c2ccccc12)NC(C)=O | -5.0 | 1.5%
CCOC(=O)c1[nH]cnc1C(=O)Nc1cccc(N)n1 | . | 1.5%
CC[C@@H](C)C(NC(=O)OC(C)(C)C)c1cn([C@@H](Cc2ccc(O)cc2)C(=O)N2CCN(C(=O)OC(C)(C)C)CC2)nn1 (some centres not stated) | . | -3.0%
COc1ccc(/C=N/n2c(-c3cccs3)n[nH]c2=S)cc1 | 20.6 | 6.6%
NCCCCCC(=O)N/N=C/c1ccc2nccnc2c1 | -8.4 | -0.5%
Cn1nc(C(C)(C)C)cc1C(=O)NCc1ccc(N2CCCC2=O)cc1 | . | 4.8%
COc1ccccc1OCCSc1nnnn1C1CCCCC1 | . | 0.9%
CC1Cc2ccccc2N1C(=O)C1CCCN1S(=O)(=O)c1ccc(Cl)cc1 (configuration not stated) | -7.2 | 5.1%
CC(=O)Nc1ccc(N2CC(C)(C)C2=O)cc1 | -6.8 | -3.5%
Cc1ccccc1-n1c(SCC(=O)N2CCC(C(=O)O)CC2)nnc1-c1ccncc1 | -12.8 | 1.4%
NC1=NC(=O)/C(=C/c2cn(Cc3ccccc3)c3ccccc23)S1 | -4.9 | -0.5%
O=C(OCc1csc(-c2ccccc2)n1)c1ccc(O)cc1 | 0.9 | 1.9%
Cc1noc(C)c1C(=O)N1CCC(C(=O)c2ccc(F)cc2F)CC1 | -9.5 | 2.7%
Cc1ccc(S(=O)(=O)NCCOc2nc(N3CCOCC3)nc(N3CCOCC3)n2)cc1 | . | 3.9%

Screens as filed in PubChem BioAssay.

This is a subset, so the mix of outcomes need not match the whole.
